STAT1 inh: reduces IFN-gamma driven STAT1 reporter signal; 200,000 compounds, 0.35% hits; inhibition, % at 5.5 µM; NIH 3T3 STAT1-luciferase reporter, luminescence;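 active means inhibition above a set limit, the mean inhibition across all tested compounds plus 3 SD, cut at about 34% in these data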;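 further: 0% = IFN-gamma with DMSO and 100% = IFN-gamma with 300 µM nifuroxazide; values of inactives mirror those of a sister screen read the other way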
SRC2 TRFRET art: TR-FRET artefact, counter-screen to PPARgamma/SRC-2 agonist assay; TR-FRET ratio at 8 µM; AID 1049; stronger effect = higher value; 200,000 compounds, 0.4% hits; in the data active means TR-FRET ratio above about 2000; further: inactives centre near 1500
STAT3 inh: inhibitors of IL-6 induced STAT3 signaling; AID 862; inhibition, % at 5.5 µM; 190,000 compounds, 0.89% hits; U3A cells, IL-6 STAT3-luciferase reporter, luminescence; host cell line lacks STAT1;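 active means inhibition above the mean inhibition across all screened compounds plus 3 SD, cut at about 44% in these data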;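 further: 0% = DMSO only wells and 100% = 100 µM nifuroxazide control wells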
PPARg SRC-3 ag: agonists of human PPARgamma SRC-3 coactivator recruitment. biochemical PPARgamma/SRC-3 coactivator recruitment assay. activation, % at 8 µM. 200,000 compounds, 0.26% hits; in the data active means activation above about 23%;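 further: 0% = DMSO and 100% = reference agonist; some compounds past the cut are filed as inactive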
Target sequence (P37231 whole entry, looked up): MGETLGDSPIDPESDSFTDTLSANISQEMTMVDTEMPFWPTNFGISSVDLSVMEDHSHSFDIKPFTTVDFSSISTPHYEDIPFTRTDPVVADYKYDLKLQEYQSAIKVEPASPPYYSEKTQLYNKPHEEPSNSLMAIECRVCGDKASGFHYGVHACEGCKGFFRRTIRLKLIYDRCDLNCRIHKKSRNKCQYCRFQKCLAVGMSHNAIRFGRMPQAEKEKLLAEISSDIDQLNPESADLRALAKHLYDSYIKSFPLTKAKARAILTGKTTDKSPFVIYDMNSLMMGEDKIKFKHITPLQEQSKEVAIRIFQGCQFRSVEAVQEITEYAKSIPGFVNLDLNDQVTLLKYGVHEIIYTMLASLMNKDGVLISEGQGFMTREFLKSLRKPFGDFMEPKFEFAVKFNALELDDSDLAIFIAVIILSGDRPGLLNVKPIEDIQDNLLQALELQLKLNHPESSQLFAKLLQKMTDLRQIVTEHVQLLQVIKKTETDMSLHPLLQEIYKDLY
PPARg SRC1 recr: PPARgamma-driven SRC-1 recruitment agonism | PPARgamma-SRC-1 coactivator recruitment biochemical assay | activation, % at 8 µM | 200,000 compounds, 0.41% hits | AID 631; in the data active means activation above about 19%;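 further: 0% = DMSO and 100% = reference agonist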
bIAP act: intestinal alkaline phosphatase (bovine) activation; 200,000 compounds, 0.17% hits; activation factor at 20 µM; AID 1016; purified bovine IAP, CDP-star luminescence, 30 min; stronger effect = higher value; fold of DMSO-control signal, blank-subtracted;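 active means activation factor of 2 or more at 20 µM, a signal rise over negative controls twice the positive control's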
STAT3 act: STAT3 signaling activation | activation (% of control), % at 5.6 µM | 190,000 compounds, 0.91% hits | U3A cells, IL-6 STAT3-luciferase reporter, luminescence; 100% = signal with IL-6 EC80 alone;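 active means activation above the screen-wide mean of compound activation plus 3 SD, cut at about 130% in these data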;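 further: 0% = background luminescence of wells with medium and substrate only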
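Assay system – human STAT1-deficient U3A cells with stable STAT3-luciferase reporter · Also added – IL-6 (33 ng/mL) · Schedule – compound 1 h, then IL-6 6 h at 37 °C · Technique – reporter luminescence signal · Evaluation – % activation versus median of IL-6-stimulated wells · Benchmarks – IL-6-only wells as 100% reference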
TNAP act hiacc: increases human TNAP activity under high phosphate acceptor concentration; purified TNAP, CDP-star luminescence, 1 M DEA, 30 min; stronger effect = higher value; 0 = EDTA background, 1 = DMSO-only activity; activation factor at 20 µM; 200,000 tested, under 10 active; P05186;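 active means activation factor at least 2 at 20 µM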
Target sequence (P05186 whole entry, looked up): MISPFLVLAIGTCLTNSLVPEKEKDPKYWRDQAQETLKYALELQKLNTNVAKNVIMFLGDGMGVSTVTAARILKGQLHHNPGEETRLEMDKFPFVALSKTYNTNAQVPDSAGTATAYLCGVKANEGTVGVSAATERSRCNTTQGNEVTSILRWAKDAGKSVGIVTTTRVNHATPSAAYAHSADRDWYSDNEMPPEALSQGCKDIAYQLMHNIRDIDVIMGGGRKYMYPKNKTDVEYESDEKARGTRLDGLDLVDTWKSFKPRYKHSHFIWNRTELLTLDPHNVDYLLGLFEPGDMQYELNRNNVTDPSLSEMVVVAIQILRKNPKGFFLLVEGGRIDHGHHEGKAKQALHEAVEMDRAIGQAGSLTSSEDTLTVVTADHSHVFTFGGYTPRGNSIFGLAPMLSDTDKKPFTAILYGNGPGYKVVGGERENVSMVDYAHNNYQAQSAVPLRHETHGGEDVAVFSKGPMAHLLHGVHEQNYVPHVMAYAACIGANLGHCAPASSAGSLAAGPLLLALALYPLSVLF
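Dosing: 20 µM single point. System: human TNAP. Amount: TNAP 1/800 final. Incubation: 30 min, room temperature. Read-out: TNAP activation factor scaled between EDTA and DMSO control wells. Signal: luminescence from CDP-star hydrolysis. Medium: 1 M DEA, pH 9.8, Mg2+, Zn2+. Control set: EDTA negative control, DMSO positive control.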
ROMK primary: human ROMK K+ channel modulation, primary screen | P48048 | Tet-inducible ROMK, thallium flux fluorescence; actives lie on both sides | B-score at 10 µM | 130,000 compounds, 2% hits | AID 1918;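 active means signal ratio slope over the read window, or its plate-corrected B-score, at least 3 SD from the plate mean, either direction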;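 further: B-score of the F/F0 ratio slope over 7 to 12 s after thallium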
PPARg SRC-2 ag: PPARgamma-driven SRC-2 recruitment agonism; P37231; PPARgamma LBD-SRC-2 recruitment, biochemical; activation, % at 8 µM; 200,000 compounds, 0.34% hits; in the data active means activation above about 22%;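 further: 0% = vehicle and 100% = reference agonist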
bIAP inh: intestinal alkaline phosphatase (bovine) inhibition | 190,000 tested, under 10 active | inhibition, % at 20 µM | purified bovine IAP, CDP-star luminescence, 30 min | AID 1019;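 active means over 50% inhibition of intestinal alkaline phosphatase at 20 µM in the single-dose screen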
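Incubation: 30 min reaction at room temperature / Material: purified bovine intestinal alkaline phosphatase (IAP) enzyme / Input: enzyme at 1/65,000,000 dilution / Dosing: 20 µM single dose / Signal: CDP-star luminescence signal / Reagent: CDP-star chemiluminescent phosphatase substrate, 30 µM final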
* = called active by the depositor; . = not tested or not shown.

Each structure is followed by: bIAP act	PPARg SRC1 recr	STAT1 inh	STAT3 act	PPARg SRC-3 ag	ROMK primary	STAT3 inh	bIAP inh	TNAP act hiacc	PPARg SRC-2 ag	SRC2 TRFRET art
- CCOc1ccc(C(=O)Nc2ccc(S(=O)(=O)N3CCOCC3)cc2)cc1OCC
    1	-2	6	100	2	0.13	4	1	1.1	3	1779
- Oc1ccccc1C=NCC(O)c1ccccc1 (stereo unspecified)
    0.5	0	0	101	-5	0.15	-1	.	1	-3	1640
- COc1cc(C(=O)Nc2sc(C)c(C)c2C(=O)O)cc(OC)c1OC
    1	-4	9	97	4	0.48	6	-1	1	4	1535
- CN(C)/C=N/c1sc2c(c1C#N)CCC2
    0.9	4	0	101	-3	-0.22	4	9	1.1	2	1543
- CCOC(=O)c1ccc(N2C(=O)C3C(C2=O)C(C(=O)c2ccc(Cl)cc2)N2CCCC32)cc1 (stereo unspecified)
    1	3	8	100	20	.	9	1	1	9	1544
- CCCCCC(O)(CCN1CCCCC1)c1ccc(OCC)cc1 (stereo unspecified)
    1.1	-6	9	104	4	-1.1	8	-6	1	-7	1429
- CC(C)OC(=O)NCCOC(=O)Nc1ccc(Cl)c(Cl)c1
    0.9	0	14	96	-2	.	8	12	1	4	1766
- Nc1nc(SCC(=O)Nc2cc(C(F)(F)F)ccc2N2CCOCC2)n[nH]1
    1	6	3	99	2	0.007	6	2	1	2	1653
- Cc1ccc(NC(=O)CC2S/C(=N/N=C3\CCCc4ccccc43)NC2=O)cc1 (stereo unspecified)
    0.9	2	-8	92	-2	.	10	6	1	-4	1361
- CCN(CC)C(=O)C(C)OC(=O)COc1ccc(Cl)cc1C (stereo unspecified)
    1	13	2	94	3	.	13	-3	1	9	1657
- COc1cc(NC(=S)N2CCCC(CO)C2)cc(OC)c1 (stereo unspecified)
    1	-13	-12	102	-1	1.9	3	-2	1.1	-2	1434
- CC(=O)Oc1ccc(NC(=O)Cc2ccccc2)c(C(=O)O)c1
    1	12	-2	111	5	-0.004	-3	1	1	10	1779
- CCOC(=O)c1cc(C)n(Cc2ccc(OCC)c(OC)c2)c1C
    1	0	9	99	10	0.34	2	-3	1	6	1747
- N#Cc1c(C(F)(F)F)cc(-c2cccc(Cl)c2)[nH]c1=O
    1	-6	5	110	1	.	-6	-2	1	-2	1605
- CC(=O)c1ccccc1OCCCN1CCCCC1
    1.1	-7	-10	111	9	.	-8	-7	1	3	1623

(next part)
Each structure is followed by: bIAP act	PPARg SRC1 recr	STAT1 inh	STAT3 act	PPARg SRC-3 ag	ROMK primary	STAT3 inh	bIAP inh	TNAP act hiacc	PPARg SRC-2 ag	SRC2 TRFRET art
- C/C(=N/NC(=O)Cc1cccc2ccccc12)c1cccs1
    1	5	9	92	2	-0.33	16	-4	1	10	1669
- CCOc1ccc(C)cc1S(=O)(=O)Nc1ccc(Cl)cn1
    0.9	-6	1	98	-11	1.7	9	13	1	-1	1400
- CCCC(=O)Nc1ccc(C(=O)Nc2nc(CC(=O)OCC)cs2)cc1
    0.9	4	4	94	6	.	11	9	1.1	-2	1552
- CC(C)CCNC(=O)C(NS(=O)(=O)c1ccc2c(c1)c(=O)n(C)c(=O)n2C)c1ccccc1 (stereo unspecified)
    0.9	-3	-1	103	-6	.	2	5	1	-2	1489
- Cc1[nH]c(=O)[nH]c(=O)c1S(=O)(=O)N1CCN(c2cccc(Cl)c2)CC1
    0.9	-8	-4	102	2	.	2	13	1	1	1483
- CCC(Sc1nc2ccc(N)cc2s1)C(=O)Nc1nccs1 (stereo unspecified)
    1	5	7	114	20	-0.098	-12	-4	1.1	20	1738
- Cc1ccc(NC(=S)Nc2cccc3cnccc23)cc1C
    0.9	4	9	120	3	0.01	-18	11	1	-1	1781
- CC(=O)N1CCC(Nc2ccc(C)cc2)CC1
    0.9	-1	0	99	4	.	6	13	1.1	2	1698
- Cc1sc2nc(CN3CCOCC3)[nH]c(=O)c2c1-c1ccccc1
    1.1	-2	0	97	4	.	4	-5	1	2	1574
- CCc1nnc(NC(=O)c2ccc(S(=O)(=O)N3CCc4ccccc4C3)cc2)s1
    0.9	0	-7	102	3	0.25	-5	6	1.1	-1	1323
- COc1ccc2c(c1)CCc1c(C(=O)N3CCCCCC3)noc1-2
    0.9	12	-40	98	2	-0.57	6	9	1	0	1574
- Cc1ccc(C(=O)N/N=C/c2ccc(N3CCOCC3)cc2)c(C)c1
    0.9	14	-9	105	8	0.13	-1	14	1	11	1673
- Cc1cc(-c2ccco2)n(CC(=O)NCc2ccccc2)n1
    1	7	2	96	-8	.	13	2	1.1	-5	1462
- Nc1cc(=O)[nH]c(SCCOc2ccccc2)n1
    1.1	-4	3	94	-2	0.28	9	-14	1.1	-8	1352
- O=C(Nc1cccc([N+](=O)[O-])c1)c1ccc2c(c1)OCCO2
    1	-2	-44	104	-2	-1.7	-8	-1	1	5	1716

Among those listed so far, these contain a cyano group.
Each structure is followed by: bIAP act	PPARg SRC1 recr	STAT1 inh	STAT3 act	PPARg SRC-3 ag	ROMK primary	STAT3 inh	bIAP inh	TNAP act hiacc	PPARg SRC-2 ag	SRC2 TRFRET art
- CN(C)/C=N/c1sc2c(c1C#N)CCC2
    0.9	4	0	101	-3	-0.22	4	9	1.1	2	1543
- N#Cc1c(C(F)(F)F)cc(-c2cccc(Cl)c2)[nH]c1=O
    1	-6	5	110	1	.	-6	-2	1	-2	1605

Next records:
Each structure is followed by: bIAP act	PPARg SRC1 recr	STAT1 inh	STAT3 act	PPARg SRC-3 ag	ROMK primary	STAT3 inh	bIAP inh	TNAP act hiacc	PPARg SRC-2 ag	SRC2 TRFRET art
- CCC1(C)Cc2c(c(=O)n(-c3ccccc3)c3ncnc(N)c23)CO1 (stereo unspecified)
    1	0	4	103	6	0.86	0	5	1	4	1403
- CCOc1cccc(-c2cc(C(=O)N/N=C/c3ccc(OC)c(CN4CCOCC4)c3)c3ccccc3n2)c1
    1	8	-3	105	0	.	-3	3	1	0	1725
- CCOc1ccc(NC(=O)c2nn(C)cc2Br)cc1
    0.9	-6	-23	75	1	0.52	32	5	1.1	-11	1590
- Cc1cc(NC(=O)c2cc3n(n2)C(C(F)(F)F)CC(c2ccco2)N3)no1 (stereo unspecified)
    0.8	-3	-7	97	4	.	12	16	1	3	1623
- Oc1ccc(C(c2nnnn2C2CCCC2)N2CCc3ccccc3C2)cc1 (stereo unspecified)
    1	-5	-1	112	-7	.	-10	-1	1	-1	1517
- CC(C)(C)NC(=O)C(c1cccs1)N(Cc1cccs1)C(=O)c1csnn1 (stereo unspecified)
    1	1	-1	100	1	0.048	11	2	1	4	1576
- Cn1c(=O)[nH]c(=O)c2c1nc(NCCc1ccccc1)n2CC(O)COc1ccccc1 (stereo unspecified)
    1.1	13	5	100	10	.	5	-6	1	-3	1602
- COc1ccc([N+](=O)[O-])cc1NC(=O)C(C)N(C)Cc1ccc(Br)cc1 (stereo unspecified)
    1.2	7	2	99	2	-0.96	3	-16	1	-3	1506
- CCOC(=O)c1c(C2CC2)csc1NC(=O)CSCc1c(C)noc1C
    0.9	0	-2	105	-7	-0.01	-1	6	1.1	0	1485
- COc1ccc2c(c1)[nH]c1c(=O)n(CC3CCCO3)cnc12 (stereo unspecified)
    1.1	-2	-9	103	-2	0.22	-4	-7	1	2	1612
- O=C(CCc1nc(-c2cccs2)no1)Nc1cnc2ccccc2c1
    0.9	-2	2	101	0	-0.6	3	6	1	-6	1355
- O=C1c2ccccc2-c2n[nH]c(=O)c3ccc(N4CCCCC4)c1c23
    1	8	-19	93	10	0.027	10	3	0.9	1	1461
- COc1ccc(F)c(CN2CCC(CO)(Cc3cccc(C(F)(F)F)c3)CC2)c1
    0.9	4	4	98	0	0.2	6	8	1	2	1674
- CCn1c(SCC(=O)N/N=C/c2c[nH]c3ccccc23)nnc1-c1ccc(Cl)cc1
    0.9	2	5	102	2	0.82	-5	8	1.1	11	1584
- COc1ccc(N2CC(C(=O)Nc3cccc(C)n3)CC2=O)cc1 (stereo unspecified)
    0.8	7	3	94	1	0.022	9	21	1	2	1476

(listing goes on)
Each structure is followed by: bIAP act	PPARg SRC1 recr	STAT1 inh	STAT3 act	PPARg SRC-3 ag	ROMK primary	STAT3 inh	bIAP inh	TNAP act hiacc	PPARg SRC-2 ag	SRC2 TRFRET art
- CCOC(=O)C1CCN(C(=O)c2cn(-c3ccccc3)nc2-c2cccnc2)CC1
    1	2	1	105	-5	-0.39	2	-5	1	-4	1421
- Cc1cc(Cl)ccc1OCCCC(=O)NO
    0.8	1	14	83	1	-0.7	24	22	1	6	1604
- CCOc1ccc(CN(C)CC(=O)Nc2cccc(C)c2)cc1OC
    1	4	18	96	-3	0.19	6	0	1.1	0	1667
- Cc1cc(NS(=O)(=O)c2ccc(NC(=O)C(C)Oc3ccc(Cl)cc3)cc2)no1 (stereo unspecified)
    1.1	-3	-2	98	-6	.	6	-9	1	-6	1470
- Cc1ccccc1SCC(=O)N1CCN(c2ccc(C(F)(F)F)cn2)CC1
    0.7	-3	1	108	1	.	-14	32	1.1	5	1519
- CN(Cc1ccccc1)C(=O)CCNS(=O)(=O)c1ccc2c(c1)oc(=O)n2C
    1	-3	2	97	3	0.023	7	5	1	-3	1800
- CCN(CC)CCNC(=O)Cn1nc(Cc2ccccc2)c2ccccc2c1=O
    1	-3	6	104	4	0.045	3	1	1.1	-1	1536
- Cc1csc(NC(=O)CCn2c(=O)sc3ccccc32)n1
    0.9	4	0	86	-5	.	20	10	1	1	1507
- C=CCn1c(-c2cccn(Cc3ccc(Cl)cc3)c2=O)n[nH]c1=S
    0.8	2	1	95	0	0.48	14	20	1	4	1560
- Cc1c(NC2=NC3(CCCCC3)Cc3ccccc32)c(=O)n(C)n1-c1ccccc1
    0.6	1	6	93	-4	-0.83	11	37	1	9	1509
- CCc1ccc(-c2nc(CSCC(=O)N3CCN(c4ncccn4)CC3)c(C)o2)cc1
    1.1	-5	4	83	0	.	28	-6	1.1	-12	1410
- C=CCC(NCc1ccco1)c1ccc(OC)cc1 (stereo unspecified)
    1	6	6	103	6	.	2	-1	1	9	1625
- CCCCNc1nnc(CCn2nc(C)c(Br)c2C)s1
    0.9	-3	-2	104	-1	0.28	-3	10	1.1	6	1360
- O=C(CCS(=O)(=O)c1cccc2nonc12)N1CCCc2ccccc21
    1	12	-7	98	1	.	6	-1	1	12	1649
- CCn1cc(C(=O)NCc2cccnc2)c2cc(OC)c(OC)cc2c1=O
    1	-7	5	105	-1	.	0	-2	1	-6	1511
- O=C(NCc1ccncc1)Nc1ccccc1F
    0.9	-1	2	105	2	-0.24	-3	7	1.1	1	1756
- O=C(NCCCCNC(=O)c1ccco1)c1ccco1
    1	2	-10	95	-5	.	11	-3	1	0	1671
- CC1(C)CC(c2nc(-c3ccc(Br)cc3)cs2)CCS1 (stereo unspecified)
    0.7	-1	8	100	6	.	-5	29	1	5	1522

Screening results deposited in PubChem by several laboratories.
